From PubChem BioAssay
RAD52 inh – inhibitors of human RAD52 DNA annealing. P43351. recombinant RAD52 DNA annealing, FRET fluorescence. inhibition, % at 18.7 µM. actives 0.46% (n = 360,000). AID 651710;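 active = every replicate showing at least 50% inhibition; inconclusive = mean inhibition at least 50% but not in every replicate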
Target sequence (P43351 whole entry, looked up): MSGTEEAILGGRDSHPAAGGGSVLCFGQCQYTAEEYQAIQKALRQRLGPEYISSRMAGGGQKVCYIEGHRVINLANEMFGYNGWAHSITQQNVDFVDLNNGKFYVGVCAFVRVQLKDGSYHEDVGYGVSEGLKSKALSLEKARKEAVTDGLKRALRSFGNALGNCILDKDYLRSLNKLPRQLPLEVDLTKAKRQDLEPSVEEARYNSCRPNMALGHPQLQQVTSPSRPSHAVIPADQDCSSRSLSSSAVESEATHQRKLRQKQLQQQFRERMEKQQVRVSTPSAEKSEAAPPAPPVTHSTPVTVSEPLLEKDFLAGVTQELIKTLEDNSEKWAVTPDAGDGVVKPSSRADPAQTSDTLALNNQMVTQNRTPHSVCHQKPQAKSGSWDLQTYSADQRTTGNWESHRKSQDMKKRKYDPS
E-selectin induc – E-selectin induction on HUVECs; AID 686992; activation, % at 7.58 µM; actives 0.37% (n = 260,000); HUVEC E-selectin immunofluorescence imaging; normalized: neutral wells 0, TNF-alpha wells 100;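 active = mean E-selectin-positive cell signal at least 10% of the positive control, reached in at least 60% of replicates, without over 20% cell loss; inconclusive = no rule given, readout overlaps actives, possibly toxicity-flagged; inactive = the rest, including those meeting only one limit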;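 also: in these data hits start at about 27%; measured in HUVEC primary endothelial cells; signal is the percent of cells scored E-selectin positive by PE staining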
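Test system: HUVEC; input: 3,000 HUVEC/well; measured by: immunofluorescence imaging; read-out: % PE-positive cells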
CASP6 VEID inh – caspase-6 (human) enzyme inhibition. P55212. inhibition, % at 12.5 µM. purified caspase-6, Z-VEID-R110 cleavage fluorescence. actives 0.53% (n = 350,000);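 active = mean inhibition across replicates at least about 35%, with every replicate also reaching that limit, limit read from the data; inconclusive = only one of the two criteria met; inactive = neither criterion met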;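 also: 0% = median of neutral control wells and 100% = no fluorescence left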
Target sequence (P55212 24-179 limits assumed): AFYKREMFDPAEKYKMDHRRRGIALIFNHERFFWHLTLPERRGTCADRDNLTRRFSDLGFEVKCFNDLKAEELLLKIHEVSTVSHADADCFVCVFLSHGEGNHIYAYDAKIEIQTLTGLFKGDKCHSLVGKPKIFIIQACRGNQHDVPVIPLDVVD
Target sequence (P55212 194-293 limits assumed): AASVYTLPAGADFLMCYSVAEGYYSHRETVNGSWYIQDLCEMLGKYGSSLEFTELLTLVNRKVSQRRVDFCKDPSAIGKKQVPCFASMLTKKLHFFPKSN
RAD54 branch – RAD54 (human) branch migration inhibition | RAD54 Holliday junction branch migration, FAM/BHQ fluorescence | actives 0.14% (n = 360,000) | AID 602329 | Q92698 | inhibition, % at 10.4 µM;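 active = mean normalized replicate activity at least 40 and at least half of replicates scoring 40 or more; inconclusive = only one of the two criteria met; inactive = mean below 40 and under half of replicates reaching 40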;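 also: 0% = median of neutral control wells and 100% = median of positive control wells; inhibitors cause a drop in the FAM fluorescence signal; in these data hits start at about 50%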
esBAF inh – blocks esBAF chromatin remodeling in mouse ES cells; Bmi1-luciferase knock-in reporter, 24 h; 100% = twice the neutral-well signal; reporter increase, % at 12.5 µM; actives 2% (n = 350,000); in the data active = activation above about 40%; inconclusive = no clear call, values can overlap the other calls;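 also: 0% = median of the plate's neutral control wells and 100% = double that signal; a rise in the Bmi1 reporter signal indicates esBAF inhibition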
ERp5 block – ERp5 (human) disulfide isomerase inhibition. Q15084. ERp5 insulin aggregation, absorbance 650 nm, 90 min. inhibition, % at 9.99 µM. actives 0.05% (n = 350,000). AID 651711;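 active = mean replicate inhibition above about 25%, with every replicate also reaching it, limit read from the data, passing the limit was not always enough; inconclusive = only one of those two criteria met; inactive = neither criterion met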
PglD inh – inhibitors of Campylobacter jejuni PglD acetyltransferase; actives 0.098% (n = 360,000); inhibition, % at 12.5 µM; purified PglD enzyme, DTNB colorimetric CoA detection; AID 602405; in the data active = inhibition above about 16%, passing the limit was not always enough; inconclusive = no clear call, values can overlap the other calls; also: strong numbers were not always called active
ARNT TACC3 PPI – ARNT/TACC3 interaction disruption | Q9Y6A5 | AlphaScreen His-ARNT PAS-B/GST-TACC3 binding, luminescence; TACC3 fragment carries E629A point mutation | inhibition, % at 9.99 µM | actives 0.66% (n = 390,000);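 active = mean inhibition of replicates at least 50% and at least half of replicates each reaching 50%; inconclusive = half or more replicates reach 50% but mean below 50%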;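 also: 0% = complete ARNT plus TACC3 wells and 100% = ARNT alone without TACC3; many hits fall short of the cut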
* = called active by the depositor; ? = inconclusive; . = not tested or not shown.

SMILES	RAD52 inh	E-selectin induc	CASP6 VEID inh	RAD54 branch	esBAF inh	ERp5 block	PglD inh	ARNT TACC3 PPI
O=c1c2c(n3nnnc3n1Cc1ccccc1)-c1ccccc1CC21CCCC1	.	.	.	5	3	.	-3	-1
COc1ccc(NC(=O)CN(C)C(=O)CN2C(=O)NC3(CCCC3)C2=O)cc1	-20	0.7	1	-4	-4	-2	-2	25
Cc1ccc(NC(=O)O/N=C/c2ccc(Br)cc2)cc1	-5	-0.2	-1	2	8	3	3	-3
CC(C)(C)C(=O)Nc1nc2c(s1)COc1ccccc1-2	-11	0.2	1	5	9	-6	-2	-2
COc1ccc(N2CCN(C(=O)CCCSc3nc4ccccc4[nH]3)CC2)cc1	.	.	.	-7	5	.	5	1
COC(=O)C(C)Sc1nnc(Cc2cc(=O)[nH]c(=O)[nH]2)n1-c1cccc(OC)c1 (stereo unspecified)	-22	.	0	-9	-2	-3	-4	-9
C[C@@H]1CCCCO[C@H](CN(C)Cc2ccccc2)[C@H](C)CN([C@H](C)CO)C(=O)c2cc(NC(=O)Cc3ccccc3)ccc2O1	-1	.	0	-6	-8	-5	2	0
COC(=O)[C@H](CC(C)C)NS(=O)(=O)c1ccccc1	8	-0.2	0	2	0	-8	0	-12
COc1cc([C@H]2[C@@H]3CCCC[C@]3(O)CCN2Cc2ccccc2F)ccc1O	.	.	.	9	9	.	2	-2
Cc1cccc(S(=O)(=O)N[C@@H]2CC[C@H](CCNS(=O)(=O)c3ccccc3F)O[C@H]2CO)c1	-1	0.1	1	-4	4	3	0	4
CCn1c(=O)c2c(nc3n2CCS3)n(C)c1=O	.	.	.	-4	-9	.	1	-5
CN(C)Cc1c(O)ccc2occ(C(=O)c3ccccc3)c12	.	.	.	2	27	.	-12	-5
O=C1NC(c2ccccc2)=C(c2ccccc2)C1=O	6	.	2	.	.	0	.	2
CCCOc1ncnc2c1[nH]c1ccccc12	.	.	.	12	25	.	-2	-10
OCC[C@H]1C[C@@H](O)[C@H](O)[C@]2(Cc3ccccc3CCO2)O1	3	0.0	-4	7	-3	-6	3	-24
C/C=C/c1ccc([C@H]2[C@@H](CO)N(CC3CC3)C23CN(S(=O)(=O)CC)C3)cc1	0	0.0	0	.	.	8	.	.
FC(F)(F)c1cc(CCN2CCNC[C@@H]2c2ccccc2)cc(C(F)(F)F)c1	34	0.1	9	4	-3	-4	-4	-1
CCCCN(CC)CCNC(=O)c1cc2c(=O)n(C)c3ccccc3c2s1	19	.	-8	33	-2	-3	-3	10
O=C(COC(=O)c1ccccc1Cl)Nc1cccc(S(=O)(=O)N2CCCCC2)c1	-11	-0.3	-2	4	0	-2	1	.
Oc1ccccc1C=NCC(O)c1ccccc1 (stereo unspecified)	-18	.	4	-1	.	-5	0	-1
Cc1ccc(S(=O)(=O)Oc2ccc(/C=N/NC(=O)c3c(Cl)cnn3C)cc2)cc1	.	.	.	-9	8	.	-2	-1
CNC(=O)C[C@@H]1CC[C@H]2[C@@H](COc3ccc(NC(=O)C4CCCCC4)cc3C(=O)N2C)O1	-5	0.0	1	-4	2	0	-4	-5
COc1ccc(/C=C2\Oc3cc(OCC(N)=O)ccc3C2=O)cc1OC	-30	0.2	2	36	3	3	-3	-13
Cc1ccc(S(=O)(=O)Nc2ccc3c(c2)C(=O)N([C@@H](C)CO)C[C@@H](C)[C@@H](CN(C)S(=O)(=O)c2cn(C)cn2)OCCCC[C@H](C)O3)cc1	-35	-0.1	-1	-6	3	1	-2	-6
Cc1ccc(C(CC(=O)O)NC(=O)c2ccc(S(=O)(=O)N3CCCC3)cc2)cc1 (stereo unspecified)	5	.	4	0	-9	6	-5	1
Later entries.
SMILES	RAD52 inh	E-selectin induc	CASP6 VEID inh	RAD54 branch	esBAF inh	ERp5 block	PglD inh	ARNT TACC3 PPI
CCOc1ccc(CCNC(=O)COC(=O)c2cccc(N(C)C)c2)cc1OCC	-14	0.0	-1	.	54*	3	.	18
COc1ccc(S(=O)(=O)N(C)C[C@H]2OCCCC[C@H](C)Oc3ccc(NS(=O)(=O)c4cccs4)cc3C(=O)N([C@@H](C)CO)C[C@H]2C)cc1	-55	-0.1	2	3	0	-8	0	3
CN(C)/C=N/c1sc2c(c1C#N)CCC2	1	.	4	-5	16	-4	-10	4
COc1cc(C(=O)Nc2sc(C)c(C)c2C(=O)O)cc(OC)c1OC	-15	0.9	4	.	.	?	.	0
CC(NC(=O)C1CCN(S(=O)(=O)c2cccs2)CC1)c1cccc(Cl)c1 (stereo unspecified)	-10	.	6	4	-2	5	-1	-1
N/C(=N\OC(=O)CCc1ccccc1)c1cccc(Br)c1	.	.	.	6	17	.	-4	-19
O=C(CCCCCN1C(=O)[C@@H]2Cc3ccccc3CN2C1=O)N[C@@H](Cc1ccc(O)cc1)C(=O)O	2	.	3	-7	-16	7	-3	-11
CCC(=O)Nc1ccc2c(c1)OC[C@H](C)N(Cc1cncnc1)C[C@@H](C)[C@@H](OC)CN(C)C2=O	-28	0.1	0	-3	5	4	0	0
Cn1cnc(S(=O)(=O)N[C@H]2CC[C@H](CC(=O)Nc3ccc(-c4ccccc4)cc3)O[C@@H]2CO)c1	3	0.0	0	0	10	1	-2	-9
CCOC(=O)C1CCN(C(=O)CCCn2c(=O)c3cccn3c3cccnc32)CC1	-112	.	-1	0	-1	-2	4	-6
Cc1ccc(N2CC(C(=O)NCCS(=O)(=O)N3CCN(c4ccccc4F)CC3)CC2=O)cc1 (stereo unspecified)	-4	0.0	1	-3	-5	3	-1	-2
Nc1nc(SCC(=O)Nc2cc(C(F)(F)F)ccc2N2CCOCC2)n[nH]1	3	2.0	0	.	.	-1	.	-5
CO[C@@H]1CN(C)C(=O)c2ccc(NC(C)=O)cc2OC[C@@H](C)N(C(=O)Cc2ccccn2)C[C@@H]1C	-4	-0.2	-3	-4	-4	0	-2	-6
Cc1ccc(NC(=O)CC2S/C(=N/N=C3\CCCc4ccccc43)NC2=O)cc1 (stereo unspecified)	6	0.9	1	.	.	-4	.	20
CCN(CC)C(=O)C(C)OC(=O)COc1ccc(Cl)cc1C (stereo unspecified)	.	.	.	3	-4	.	-1	-13
C[C@H](CO)N1C[C@H](C)[C@@H](CN(C)C(=O)c2ccccc2)Oc2ncc(C#Cc3ccccc3)cc2C1=O	8	-0.2	-2	-5	5	2	6	4
CC(C)OC(=O)NCCOC(=O)Nc1ccc(Cl)c(Cl)c1	.	.	.	-16	-19	.	-2	-9
Cc1cc(Br)c(NC(=O)CN2C(=O)NC3(CCOc4ccccc43)C2=O)c(Br)c1 (stereo unspecified)	-11	0.2	1	-14	-3	1	-7	.
O=C(c1ccc(-c2ccccc2)cc1)N1CCC2CC1c1cc(-c3ccc4c(c3)OCO4)ccc12 (stereo unspecified)	-17	-6.5	-1	1	3	-2	-2	.
Cc1[nH]n(-c2ccccc2)c(=O)c1N=Nc1c(O)cc(S(=O)(=O)N(C)C)c2ccccc12	-10	0.0	1	-22	-74	-6	-4	13
COc1cc(NC(=S)N2CCCC(CO)C2)cc(OC)c1 (stereo unspecified)	-10	-4.0	-1	-10	1	-6	0	-12
CC(=O)Oc1ccc(NC(=O)Cc2ccccc2)c(C(=O)O)c1	-15	0.2	10	-1	-2	1	0	-11
Cc1noc(C)c1NC(=O)Nc1ccc2c(c1)C(=O)N([C@H](C)CO)C[C@@H](C)[C@@H](CN(C)Cc1ccc(Cl)c(Cl)c1)O2	21	-5.5	1	-1	-5	-4	1	4
CCOC(=O)c1cc(C)n(Cc2ccc(OCC)c(OC)c2)c1C	.	.	.	-5	2	.	1	8
Cc1c(C(=O)NCCSCc2c(F)cccc2Cl)cnn1-c1ccc(Cl)cc1	-4	-0.1	1	4	-1	2	-11	4

Some of the entries so far, as labelled records:
Cc1[nH]n(-c2ccccc2)c(=O)c1N=Nc1c(O)cc(S(=O)(=O)N(C)C)c2ccccc12
  RAD52 inh = -10 | E-selectin induc = 0.0 | CASP6 VEID inh = 1 | RAD54 branch = -22 | esBAF inh = -74 | ERp5 block = -6 | PglD inh = -4 | ARNT TACC3 PPI = 13
O=C(c1ccc(-c2ccccc2)cc1)N1CCC2CC1c1cc(-c3ccc4c(c3)OCO4)ccc12 (stereo unspecified)
  RAD52 inh = -17 | E-selectin induc = -6.5 | CASP6 VEID inh = -1 | RAD54 branch = 1 | esBAF inh = 3 | ERp5 block = -2 | PglD inh = -2 | ARNT TACC3 PPI = .

New compounds follow
SMILES	RAD52 inh	E-selectin induc	CASP6 VEID inh	RAD54 branch	esBAF inh	ERp5 block	PglD inh	ARNT TACC3 PPI
C[C@H]1CN(S(=O)(=O)c2ccc3c(c2)OCCO3)CCN1S(=O)(=O)c1c(F)cccc1F	-8	7.8	-3	3	-2	0	4	16
CCOC(=O)c1ccc(N2C(=O)C3C(C2=O)C(C(=O)c2ccc(Cl)cc2)N2CCCC32)cc1 (stereo unspecified)	.	.	.	-22	-1	.	4	-1
CCCCCC(O)(CCN1CCCCC1)c1ccc(OCC)cc1 (stereo unspecified)	-12	.	-2	.	.	5	.	-8
CCN1C(=O)[C@H]2[C@@H](c3ccc(-c4ccc(C(C)=O)cc4)cc3)N3CCC[C@@]3(C(=O)OC)[C@H]2C1=O	-29	0.2	-8	-9	17	-3	4	-12
CCOc1ccc(Br)cc1S(=O)(=O)NC1CCCC1	-8	0.1	1	3	4	0	-4	-5
O=C(Nc1nnc(-c2ccncc2)o1)c1ccc2ccccc2c1	-12	-0.1	0	-10	-1	-2	1	20
COc1cccc(-c2ccc3c(c2)O[C@H](CN(C)Cc2ccncc2)[C@@H](C)CN([C@H](C)CO)S3(=O)=O)c1	-20	0.3	-2	-5	0	10	1	1
Cc1[nH]c(=O)[nH]c(=O)c1S(=O)(=O)N1CCN(c2cccc(Cl)c2)CC1	.	.	.	6	-1	.	-2	4
CC(C)CCNC(=O)C(NS(=O)(=O)c1ccc2c(c1)c(=O)n(C)c(=O)n2C)c1ccccc1 (stereo unspecified)	-10	0.5	0	-1	14	-3	-3	1
CCC(Sc1nc2ccc(N)cc2s1)C(=O)Nc1nccs1 (stereo unspecified)	.	.	.	5	13	.	0	-14
NS(=O)(=O)c1ccc(-n2nncc2-c2ccco2)cc1	-4	-0.1	22	-3	-4	-2	1	5
COc1ccc(S(=O)(=O)N(C)C[C@@H]2Oc3ccc(NC(=O)c4ccncc4)cc3CC(=O)N([C@H](C)CO)C[C@@H]2C)cc1	-1	-4.0	1	0	-7	-5	2	-2
CC(=O)c1ccccc1OCCCN1CCCCC1	.	.	.	-6	14	.	-6	2
Cc1oc2c(CN3CCCCC3C)c(O)ccc2c(=O)c1-c1ccc(Br)cc1 (stereo unspecified)	2	.	3	-1	5	-2	0	4
COc1ccc(OC)c(NC(=O)CSc2nnc3ccc(-c4ccccn4)nn23)c1	1	7.5	-1	8	-2	-1	-1	7
CC1=C(C(=O)N(C)C)CC(CC(=O)NCCN2CCOCC2)C(=O)N1Cc1ccccc1 (stereo unspecified)	-10	.	-2	-1	-7	0	-8	.
N#Cc1c(C(F)(F)F)cc(-c2cccc(Cl)c2)[nH]c1=O	.	.	.	-8	-4	.	-1	-12
C[C@H]1CN([C@@H](C)CO)C(=O)c2cccc(NC(=O)C3CC3)c2O[C@H]1CN(C)Cc1ccc(Oc2ccccc2)cc1	4	-0.5	2	4	1	1	11	-2
OC(COc1ccc(Br)cc1)Cn1ccnc1 (stereo unspecified)	-10	0.1	0	.	-5	2	.	-1
C/C(=N/NC(=O)Cc1cccc2ccccc12)c1cccs1	.	.	.	3	13	.	3	-6
CCOc1ccc(C)cc1S(=O)(=O)Nc1ccc(Cl)cn1	.	.	.	-11	-4	.	7	15
